OTUD3 inh: inhibitors of human OTUD3 deubiquitinase; OTU domain-containing protein 3 (Homo sapiens), Q5T2D3; purified OTUD3, Ub-rhodamine fluorescence, 2 h; inhibition, % at 25 µM; hit rate 0.7% among 47,000
Target sequence (Q5T2D3 whole entry, looked up, the tested form may be a part): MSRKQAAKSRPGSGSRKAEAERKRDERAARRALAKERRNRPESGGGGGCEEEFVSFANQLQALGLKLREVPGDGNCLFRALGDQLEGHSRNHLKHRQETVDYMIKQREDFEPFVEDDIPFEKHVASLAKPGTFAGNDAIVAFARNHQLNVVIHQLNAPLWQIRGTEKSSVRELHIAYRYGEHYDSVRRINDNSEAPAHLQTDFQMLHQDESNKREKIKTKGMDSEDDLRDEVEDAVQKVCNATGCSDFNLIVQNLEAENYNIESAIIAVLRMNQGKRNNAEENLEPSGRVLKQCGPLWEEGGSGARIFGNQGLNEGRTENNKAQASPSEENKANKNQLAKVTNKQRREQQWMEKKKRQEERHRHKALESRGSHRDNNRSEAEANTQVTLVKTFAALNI
USP8 block: inhibitors of human USP8 deubiquitinase; hit rate 4.2% among 47,000; AID 1645853, 2021; purified USP8, Ub-rhodamine cleavage fluorescence, 30 min; Ubiquitin carboxyl-terminal hydrolase 8 (Homo sapiens), P40818; inhibition, % at 20 µM
USP17 inh: inhibitors of human USP17 deubiquitinase. Ubiquitin carboxyl-terminal hydrolase 17-like protein 5 (Homo sapiens), A8MUK1. purified USP17, Ub-rhodamine cleavage fluorescence, 3 h. inhibition, % at 50 µM. hit rate 6.5% among 47,000. AID 1645855, 2021
Target sequence (A8MUK1 whole entry, looked up): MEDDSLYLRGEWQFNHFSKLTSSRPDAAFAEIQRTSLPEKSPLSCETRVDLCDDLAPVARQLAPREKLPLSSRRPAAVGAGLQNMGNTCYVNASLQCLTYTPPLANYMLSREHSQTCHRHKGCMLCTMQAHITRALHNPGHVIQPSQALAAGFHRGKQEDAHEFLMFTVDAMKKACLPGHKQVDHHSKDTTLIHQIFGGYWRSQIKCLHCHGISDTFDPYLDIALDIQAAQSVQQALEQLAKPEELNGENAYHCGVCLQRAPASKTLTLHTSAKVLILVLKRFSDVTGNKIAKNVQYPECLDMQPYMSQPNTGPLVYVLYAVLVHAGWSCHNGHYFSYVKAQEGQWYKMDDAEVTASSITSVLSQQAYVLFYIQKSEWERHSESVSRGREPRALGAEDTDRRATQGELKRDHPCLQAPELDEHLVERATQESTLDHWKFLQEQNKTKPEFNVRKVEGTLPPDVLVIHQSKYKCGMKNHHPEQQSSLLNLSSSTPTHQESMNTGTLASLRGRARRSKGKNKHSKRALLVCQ
USP10 inh: inhibitors of human USP10 deubiquitinase; Ubiquitin carboxyl-terminal hydrolase 10 (Homo sapiens), Q14694; purified USP10, Ub-rhodamine fluorescence, 60 min; inhibition, % at 20 µM; hit rate 1.1% among 47,000
USP30 inh: inhibitors of human USP30 deubiquitinase; purified USP30, Ub-rhodamine cleavage fluorescence; inhibition, % at 25 µM; Ubiquitin carboxyl-terminal hydrolase 30 (Homo sapiens), Q70CQ3; hit rate 5.3% among 47,000
USP28 block: inhibitors of human USP28 deubiquitinase | purified USP28, Ub-rhodamine cleavage fluorescence, 30 min | Ubiquitin carboxyl-terminal hydrolase 28 (Homo sapiens), Q96RU2 | hit rate 3% among 47,000 | inhibition, % at 25 µM
USP7 inh: inhibitors of human USP7 deubiquitinase; Ubiquitin carboxyl-terminal hydrolase 7 (Homo sapiens), Q93009; purified USP7, Ub-rhodamine cleavage fluorescence; hit rate 0.3% among 47,000; inhibition, % at 20 µM
UCHL1 inh: inhibitors of human UCHL1 deubiquitinase | Ubiquitin carboxyl-terminal hydrolase isozyme L1 (Homo sapiens), P09936 | purified UCHL1, Ub-rhodamine cleavage fluorescence | inhibition, % at 20 µM | hit rate 0.2% among 47,000
An asterisk follows results filed as active; i = inactive; nt = no result given. Cut-off read from the data, not from the text of the source: active = inhibition above about 30%; inactive = the rest.

SMILES	OTUD3 inh	USP8 block	USP17 inh	USP10 inh	USP30 inh	USP28 block	USP7 inh	UCHL1 inh
Cc1ccc2nc(-c3ccc(NC(=O)COc4ccc5c(c4)OCO5)cc3)sc2c1	10.5	26.1	14.0	13.0	2.9	0.9	-1.8	1.3
Cn1c(C(=O)N2CCCC(Cc3cccnc3)C2)cc(=O)n(C)c1=O (stereo unspecified)	4.5	-5.7	-1.9	0.9	20.5	9.3	6.9	0.3
COc1cccc(-c2noc(NCc3ccc(C)cc3)n2)c1OC	0.8	10.3	2.6	2.2	13.7	9.4	-0.8	3.5
Cc1cc(N2CCC(c3nccnc3Nc3cnccn3)CC2)ncn1	-36.1	-2.8	-58.2	-3.2	-143.6	-49.8	-0.5	-5.5
Cc1cc(=O)n2[nH]c(-c3cccc4ccccc34)nc2n1	0.3	6.2	2.5	-1.7	9.9	1.1	-2.0	-2.7
O=C(CSc1ccc2ccccc2c1)Nc1ccc2c(c1)OCCCO2	1.1	-65.8	4.0	4.7	12.3	21.4	1.9	4.0
COc1ccc(CN2C[C@@H]3C[C@@H](O)CN3C[C@@H]2Cc2ccccc2)cc1OC	-12.3	-2.1	-17.9	-8.6	-40.9	-16.7	-5.4	-6.4
COc1cc(C(C)=O)ccc1OCC(=O)Nc1ccccc1Oc1ccccc1	6.8	4.9	15.3	2.3	6.9	2.2	-0.7	0.4
CC1(C)C[C@@H](O)[C@]2(C)CC[C@]3(C)C(=CCC4[C@@]5(C)CCC(=O)[C@](C)(CO)[C@@H]5CC[C@]43C)[C@@H]2C1 (stereo partly specified)	-6.1	1.1	28.0	4.0	18.0	-2.5	-6.2	1.8
COc1cc(O)c2c(c1)C(=O)c1cc3c(c(O)c1C2=O)C(OC1OC(C)C(OC)C(O)C1OC)C(OC)C(C)(O)C3=O (stereo unspecified)	-148.6	-325.7	-160.0	-3.6	i	-202.4	-141.1	-148.8
CC(C)N1CC(c2ncn[nH]2)c2cc(C(=O)NC3CCCC3)ccc21 (stereo unspecified)	9.6	17.6	6.4	0.7	7.9	4.3	4.7	2.4
O=C(c1cnn(Cc2ccccc2)c1)N(Cc1ccccc1)Cc1nc2ccccc2c(=O)[nH]1	2.2	2.3	16.5	1.7	nt	nt	-2.5	18.3
CC(NC(=O)c1cc2c(=O)n(C)ccc2n1C)c1ccccc1 (stereo unspecified)	6.7	45.1*	21.9	3.1	1.4	7.5	3.0	3.0
CC(C)(C)c1ccccc1NC(=O)N1CCNC(=O)C1CC(=O)Nc1ccc(F)cc1 (stereo unspecified)	-18.2	-15.7	-15.4	-4.3	-101.3	-17.5	-38.2	-5.3
CCCCC(=O)N1CC(c2nc(-c3ccccc3)no2)C2(CCOCC2)C1 (stereo unspecified)	0.1	-7.6	-1.3	-0.6	2.6	-6.7	-6.4	0.6
Cc1ccc(-c2n[nH]n3c2nc(=O)c2ccc(C(=O)NC4CC4)cc23)cc1	-8.1	-9.7	-0.2	4.7	-35.9	-15.4	1.6	-2.9
CS(=O)(=O)c1ccc(NC(=O)C2CN(C(=O)c3ccc(F)c(F)c3)C2)cc1	5.0	-17.6	1.7	1.8	23.8	15.3	4.3	2.9
CC1(c2ncc(CNC(=O)c3n[nH]c4c3CCC4)cn2)CCCCO1 (stereo unspecified)	-5.3	-14.8	-1.8	-0.8	-11.3	-8.6	-2.1	-1.2
CC(C)COc1ccc(C(=O)N2CCN(Cc3cc(=O)n4ccsc4n3)CC2)cc1	-11.3	-17.9	nt	-2.4	-4.7	-10.2	-3.8	-4.3
c1ccc(-c2onc3c2CCCC3)cc1	9.5	10.0	9.4	1.3	17.1	35.3*	-3.3	0.8
COc1ccc(CNc2c(S(=O)(=O)c3ccccc3)cnc3ccccc23)cc1	18.2	9.3	10.8	8.3	35.1*	6.1	12.1	8.3
CCCCn1c(=O)c(CCC(=O)OCC(=O)Nc2ccc(C)c(Cl)c2)nc2ccccc21	-29.6	3.2	-20.7	-4.5	-83.5	-33.9	-4.1	-5.2
CC(NC(=O)Cc1cn(C)c2ncccc12)c1ccccn1 (stereo unspecified)	-0.8	-2.4	-0.1	2.0	-10.2	-6.3	1.2	-2.5
CCc1nnc(-c2coc(S(=O)(=O)N3CCN(c4ccc(F)cc4)CC3)c2)o1	0.1	-9.2	-5.5	-6.0	-48.4	-8.7	0.9	-4.0
Cc1cc(=O)n2c(n1)NC(N1CCCCC1)=NC2c1cccnc1 (stereo unspecified)	-4.9	8.7	4.0	0.6	-3.9	-3.8	-1.0	-3.1
COc1ccc(-c2noc([C@@H]3C[C@H](NC(=O)c4ccc(F)cc4)CN3C)n2)cc1	-1.5	1.5	-65.7	-1.3	-89.7	-5.6	-48.1	-0.6
O=S(=O)(c1ccc(Cl)cc1)c1cnc2ccccc2c1N1CCCC1	-0.1	3.9	-2.8	6.5	10.2	-0.2	-7.5	1.8
O=C(c1ccc2c(c1)OCO2)N(CC1CC1)C1CCN(CCc2cccs2)CC1	-0.8	-1.5	0.2	-0.3	-5.7	-7.2	-0.7	2.3
CCn1cc(CN2CCOC(c3cccc(-c4cccc(F)c4)n3)C2)cn1 (stereo unspecified)	-2.8	3.8	-8.1	-2.0	-11.3	-11.6	-4.6	-4.0
CC1Cc2ccccc2N1C(=O)COC(=O)c1ccc(C#N)cc1 (stereo unspecified)	0.3	-279.5	-27.0	-1.8	0.0	-0.5	-3.5	-0.3

Of the compounds above, two have a Cl atom:
SMILES	OTUD3 inh	USP8 block	USP17 inh	USP10 inh	USP30 inh	USP28 block	USP7 inh	UCHL1 inh
CCCCn1c(=O)c(CCC(=O)OCC(=O)Nc2ccc(C)c(Cl)c2)nc2ccccc21	-29.6	3.2	-20.7	-4.5	-83.5	-33.9	-4.1	-5.2
O=S(=O)(c1ccc(Cl)cc1)c1cnc2ccccc2c1N1CCCC1	-0.1	3.9	-2.8	6.5	10.2	-0.2	-7.5	1.8

Next entries.
SMILES	OTUD3 inh	USP8 block	USP17 inh	USP10 inh	USP30 inh	USP28 block	USP7 inh	UCHL1 inh
COc1ccc(-c2nnc(-c3cccc(S(=O)(=O)N4CCCC4)c3)o2)cc1	9.2	8.6	13.3	0.9	17.7	6.5	3.7	-0.1
CC1(C)OC(=O)[C@@]2(C)N[C@]1(C)C[C@@H]2C(=O)Nc1ccc2[nH]ccc2c1	-5.7	0.2	-9.1	-3.1	-0.6	-9.2	1.4	-1.3
O=C1c2ccccc2C2(CCCC2)C(=O)N1Cc1ccccc1	9.3	49.3*	33.2*	7.9	5.9	14.2	-59.0	2.9
Cc1ccc2nc(SCc3cn4cccnc4n3)[nH]c2c1	-5.3	-11.1	-10.3	-2.8	-28.8	-9.1	-0.1	-0.7
CS(=O)(=O)N(CC(=O)Oc1cccc(C(F)(F)F)c1)c1ccc(Cl)cc1	2.1	7.1	1.4	0.5	-0.3	3.0	-14.9	-1.6
Cc1ccc(S(=O)(=O)c2cnc(-c3ccccc3)nc2Oc2ccc(Cl)cc2C)cc1	16.0	20.3	12.1	3.8	23.9	8.6	7.8	2.0
CC1(C(=O)NC2CCCCC2)Cn2c(cc3occc32)C(=O)N1CCc1ccccc1 (stereo unspecified)	-29.0	-9.8	-34.8	-5.9	-112.2	-45.1	-3.4	-2.0
O=C(Nc1cccc(Cl)c1)C1Cn2ccnc2C2(CCN(C(=O)C3CC3)CC2)O1 (stereo unspecified)	7.0	-25.3	-6.0	-5.2	4.2	0.8	0.8	-0.5
Cc1nnc(SCc2ccco2)c2c1nnn2Cc1ccc(F)cc1	10.9	14.2	-0.4	2.4	-1.4	23.9	-3.4	3.5
NS(=O)(=O)c1cccc(NC(=O)CN2CC(=O)Oc3ccccc32)c1	-53.4	-342.4	-92.8	3.1	-283.4	-56.1	-1.4	0.0
O=C(Nc1nc2ccccc2s1)c1cnccc1C(F)(F)F	3.0	0.1	0.1	3.4	17.6	0.3	-0.2	-3.2
COc1ccccc1CNC(=O)c1snc(-c2ccccn2)c1N	2.5	4.8	6.3	8.4	5.3	6.8	4.2	4.2
CS(=O)(=O)N1CCN(c2ccc(NC(=O)COc3ccccc3)cc2)CC1	-8.1	-14.2	-8.4	5.9	0.1	-8.8	4.2	-2.8
COc1ccc(/C=C/C(=O)NCC(=O)N2CCC(N(C)C3CCCC3)CC2)cc1	-3.8	-7.3	-8.4	-1.8	-14.7	-9.9	-1.1	-2.5
CCN1C[C@H]2CCN(Cc3cccnc3)CC[C@H]2S1(=O)=O	-14.4	-15.7	-13.4	-7.4	-60.3	-21.1	-0.9	-5.6

Reprinted at random: three compounds from above
SMILES	OTUD3 inh	USP8 block	USP17 inh	USP10 inh	USP30 inh	USP28 block	USP7 inh	UCHL1 inh
Cc1cc(=O)n2c(n1)NC(N1CCCCC1)=NC2c1cccnc1 (stereo unspecified)	-4.9	8.7	4.0	0.6	-3.9	-3.8	-1.0	-3.1
NS(=O)(=O)c1cccc(NC(=O)CN2CC(=O)Oc3ccccc32)c1	-53.4	-342.4	-92.8	3.1	-283.4	-56.1	-1.4	0.0
O=C(CSc1ccc2ccccc2c1)Nc1ccc2c(c1)OCCCO2	1.1	-65.8	4.0	4.7	12.3	21.4	1.9	4.0

Sorted by the number under UCHL1 inh (falling): some entries from above.
SMILES	OTUD3 inh	USP8 block	USP17 inh	USP10 inh	USP30 inh	USP28 block	USP7 inh	UCHL1 inh
O=C1c2ccccc2C2(CCCC2)C(=O)N1Cc1ccccc1	9.3	49.3*	33.2*	7.9	5.9	14.2	-59.0	2.9
CC1(C(=O)NC2CCCCC2)Cn2c(cc3occc32)C(=O)N1CCc1ccccc1 (stereo unspecified)	-29.0	-9.8	-34.8	-5.9	-112.2	-45.1	-3.4	-2.0
COc1ccc(/C=C/C(=O)NCC(=O)N2CCC(N(C)C3CCCC3)CC2)cc1	-3.8	-7.3	-8.4	-1.8	-14.7	-9.9	-1.1	-2.5

Later entries.
SMILES	OTUD3 inh	USP8 block	USP17 inh	USP10 inh	USP30 inh	USP28 block	USP7 inh	UCHL1 inh
Cc1noc(-c2ccc(N3CCCC(C(=O)NCc4ccc(F)cc4)C3)nc2)n1 (stereo unspecified)	13.8	3.1	57.9*	-1.4	28.0	16.4	-0.3	-0.1
COc1ccc2[nH]c3c(c2c1)CCN1C(=O)CN(CCCn2ccnc2)C(=O)[C@]31C	7.7	17.6	7.0	-2.9	-2.8	3.3	3.6	4.1
O=C(c1ccncc1)N1CCC2(CCN(Cc3cccc(Cl)c3)C2)C1 (stereo unspecified)	-1.9	-17.8	-6.0	-0.9	-12.8	-17.2	-1.2	-6.1
Fc1ccc(Cn2nnc3c(N4CCOCC4)ncnc32)cc1	5.9	-0.1	1.4	1.0	24.6	28.9	-2.3	0.8
O=C1c2c(O)ccc(O)c2C2(Oc3cccc4cccc(c34)O2)C2OC12 (stereo unspecified)	68.4*	39.2*	96.7*	14.3	89.3*	71.6*	5.6	44.9*
CCN1CCN(CCNC(=O)c2cn3ccc(C)cc3n2)CC1	-5.1	-5.1	-3.9	-0.4	0.0	-7.4	-2.6	-4.7
CCc1ccccc1N1CC(O)=C(c2nc3ccccc3s2)C1=N	-3.1	-14.4	-10.7	6.6	-0.1	-4.5	-4.7	0.7
CCOC(=O)C1CCN(C(=O)c2[nH]c3ccccc3c2Sc2ccc(Cl)cc2)CC1	8.6	6.4	3.8	-0.6	8.7	20.3	-5.5	3.7
O=C(Cn1cc(SCc2ccccc2Cl)c2ccccc21)N1CCCC1	9.5	-12.4	32.0*	8.6	13.6	22.5	-4.4	8.6
O=C(COc1ccc(Br)cc1)Nc1ccc2nsnc2c1	-6.2	11.4	6.1	1.8	-16.9	0.5	-2.3	-2.1
Cc1ccc(CNC(=O)c2cccc(-c3cnc(N4CCCC4)nc3)c2)cc1	-1.0	-2.0	0.0	1.3	14.9	-5.0	1.5	0.8
O=S1(=O)NC(=NCCc2cccc(F)c2)c2ccccc21	9.6	21.8	49.4*	0.6	33.5*	6.2	1.6	-0.3
Cc1ccc2c(c1)NC(=O)CCS2	-2.4	4.0	nt	5.8	-0.1	-2.0	-2.5	-0.8
COc1cccc(NC(=O)c2ccc(SCCN3CCOCC3)nc2)c1	-5.7	-5.7	-0.3	0.4	-5.5	40.3*	-11.0	-5.7
CCN1CCCn2nc(C3CCN(C(=O)Nc4ccccc4C)CC3)cc2C1=O	13.0	6.7	-26.5	1.7	26.5	23.8	4.7	1.1
CCC(=O)Nc1nc2ccc(NC(=O)Cc3ccc(OC)c(OC)c3)cc2s1	-3.2	-0.8	35.6*	0.8	4.5	-3.8	4.1	-0.3
O=C(COc1ccc2c(c1)OCO2)Nc1ccc2c(c1)CCC2	22.1	30.9*	15.9	7.4	5.8	29.5	-4.7	5.2
O=C(Nc1ccncc1)C1CCCN(S(=O)(=O)c2cccc3nsnc23)C1 (stereo unspecified)	0.4	-60.8	-7.7	-0.7	-10.3	-3.3	1.0	-1.4
CC(C)n1c(=O)c2nscc2n(CC(=O)N2CCN(c3ccccc3)CC2)c1=O	-0.2	-2.3	0.7	-0.8	1.0	-9.7	-0.1	-0.1
